High-throughput results deposited in PubChem BioAssay by Emory University Molecular Libraries Screening Center.
14-3-3 PPI = modulators of 14-3-3 gamma protein binding, primary screen, biochemical, fluorescence polarization; 160,000 compounds, 0.19% hits; FP, 14-3-3gamma / TMR-pS259-Raf peptide binding; 14-3-3 protein gamma (Homo sapiens), P61981; inhibition, % at 40 µM; in the data active means inhibition above about 30%;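 further: 0% = protein plus tracer without compound and 100% = blank with tracer alone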
Target sequence (P61981 whole entry, looked up): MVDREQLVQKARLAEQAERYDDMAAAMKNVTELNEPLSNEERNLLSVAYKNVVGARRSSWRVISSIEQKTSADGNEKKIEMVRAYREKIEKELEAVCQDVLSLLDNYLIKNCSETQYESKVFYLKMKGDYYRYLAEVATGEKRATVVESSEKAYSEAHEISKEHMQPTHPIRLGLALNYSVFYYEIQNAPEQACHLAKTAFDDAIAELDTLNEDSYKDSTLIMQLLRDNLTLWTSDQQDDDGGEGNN
* marks the source's active call; other numbers are inactive results; & = joins results of further samples. This is a subset; count on the stated rates, not on these rows.

How did CC(=O)Nc1cc2c(cc1Br)OCCO2 do in these assays?
14-3-3 PPI: 7.0

What do the screens show for `NS(=O)(=O)c1ccc(CCNC2CC(=O)N(c3ccc(I)cc3)C2=O)cc1` (configuration not stated)?
14-3-3 PPI: -13.9

Results for COC(=O)c1cc(N2CCNCC2)nc2ccccc12 ?
14-3-3 PPI: -8.0

Results for CS(=O)(=O)N(CC(=O)NCc1ccncc1)c1cc(C(F)(F)F)ccc1Cl ?
14-3-3 PPI: -2.2

How did CN(C)C(=O)N1CCC(C(=O)NCc2ccc(F)cc2)CC1 do in these assays?
14-3-3 PPI: -2.4&9.6

How did CCC(=O)N1CCN(c2ccc(Cl)cc2NC(=O)c2ccc3c(c2)OCCO3)CC1 do in these assays?
14-3-3 PPI: -9.7

Results for CC(=O)c1cccc(NC(=O)c2cc(C(C)C)on2)c1 ?
14-3-3 PPI: 2.2

How did C#CCOc1nc2c(c(=O)n(C)c(=O)n2C)n1Cc1ccccc1Cl do in these assays?
14-3-3 PPI: -0.1

What do the screens show for `C=CCn1c(SCC(=O)NC23CC4CC(CC(C4)C2)C3)nc2scc(-c3ccc(C)cc3)c2c1=O`?
14-3-3 PPI: -10.4

How did CCCC(=O)Oc1c(S(=O)(=O)c2ccccc2)c(C)nn1-c1ccc(C)cc1C do in these assays?
14-3-3 PPI: 1.5

What do the screens show for `CCOc1cc(C(=S)N2CCOCC2)ccc1OC(=O)c1cccc(C)c1`?
14-3-3 PPI: -0.4

Results for CCOc1ccccc1Oc1c(C)oc2c(CN3CCN(C)CC3)c(O)ccc2c1=O ?
14-3-3 PPI: -7.6

What do the screens show for `CCOC(=O)CS(=O)(=O)c1ccc(C(=O)N2CCOCC2)cc1[N+](=O)[O-]`?
14-3-3 PPI: -1.4

How did CCCCC(NC(C)=O)c1nc2ccccc2n1CCC (configuration not stated) do in these assays?
14-3-3 PPI: 2.3

What do the screens show for `CCOC(=O)C1CCC(CN(Cc2ccc(Cl)cc2)S(=O)(=O)c2ccc3c(c2)OCCO3)CC1` (configuration not stated)?
14-3-3 PPI: -0.2

Results for CC(C)(O)c1nnn(-c2ccccc2)c1C(F)(F)F ?
14-3-3 PPI: -6.6

What do the screens show for `Cc1cc(C)nc(NC(=O)c2c(-c3c(Cl)cccc3Cl)noc2C)n1`?
14-3-3 PPI: -8.9

Results for COc1ccccc1C(=O)Nc1ccc(-c2nc3cc(C)cc(C)c3o2)cc1 ?
14-3-3 PPI: -218.5

Results for CN(Cc1ccco1)S(=O)(=O)c1ccc2[nH]cc(C(=O)O)c(=O)c2c1 ?
14-3-3 PPI: -16.4

How did OC(CCl)CN1CCn2c3c(c4cc(C5CCCCC5)ccc42)CCCC31 (configuration not stated) do in these assays?
14-3-3 PPI: -9.4

What do the screens show for `CCCCOc1cccc(NC(=O)c2ccc([N+](=O)[O-])c(C)c2)c1`?
14-3-3 PPI: -10.7

How did O=S(=O)(Cc1ccc(Cl)cc1)N1CCCC1 do in these assays?
14-3-3 PPI: 1.7

What do the screens show for `Cc1nc(NCc2ccco2)c2oc3ccccc3c2n1`?
14-3-3 PPI: 0.9

Results for CCN(CC)c1ncnc2sc(C(=O)N3CCN(c4ccc(F)cc4)CC3)c(C)c12 ?
14-3-3 PPI: -8.3

How did Cc1cc(C)cc(NC(=O)c2sc3ccccc3c2Cl)c1 do in these assays?
14-3-3 PPI: -3.2

Results for CC[n+]1c(C=C2C=C(C)CC(C)(C)C2)sc2ccccc21 ?
14-3-3 PPI: -183.0

What do the screens show for `COc1ccccc1NS(=O)(=O)c1ccc(NC(C)=O)cc1`?
14-3-3 PPI: -4.2

Results for Cc1ccc2nc(NC(=O)CSc3nc(C)cc(=O)[nH]3)sc2c1 ?
14-3-3 PPI: -14.7

How did C=CCn1c(SCC(=O)NCc2ccc3c(c2)OCO3)nnc1C1COc2ccccc2O1 (configuration not stated) do in these assays?
14-3-3 PPI: -5.1

Results for COc1ccccc1Nc1cc(N2CCCCCC2)c2nonc2c1[N+](=O)[O-] ?
14-3-3 PPI: -9.9

What do the screens show for `CC1CCCC(NC(=O)C2N(Cc3ccccc3Cl)C(=O)C3C(C(=O)Nc4cccc(Cl)c4)C4C=CC32O4)C1C` (configuration not stated)?
14-3-3 PPI: -11.9

What do the screens show for `CCOC(=O)CSc1nnc(N)s1`?
14-3-3 PPI: -7.3&-1.2

How did COc1ccccc1N1CCN(CCOc2c(OC)cccc2OC)CC1 do in these assays?
14-3-3 PPI: 0.2

Results for Cc1ccc(-n2nc(C(=O)N(C)C3CCCCC3)c3c4ccccc4n(C)c3c2=O)cc1 ?
14-3-3 PPI: -0.1

What do the screens show for `O=C1CCC(=O)N1OCCCCOc1ccccc1`?
14-3-3 PPI: -3.8

What do the screens show for `O=C(O)c1ccc(NS(=O)(=O)c2cc(C(=O)Nc3ccccc3)ccc2Cl)cc1`?
14-3-3 PPI: 0.1

Results for CCOC(=O)N1CCC(N2C(=O)c3ccccc3C2Nc2cc(Cl)c(OC)cc2OC)CC1 (configuration not stated) ?
14-3-3 PPI: -2.4

Results for Cc1cc(=O)[nH]c2c1cnn2Cc1ccccc1 ?
14-3-3 PPI: -9.0

Results for CCOc1ccc(-c2noc(CCC(=O)O)n2)cc1 ?
14-3-3 PPI: 0.1

Results for CC(C)CSc1nc2c(c(=O)[nH]1)C(c1ccc(F)cc1)C1=C(CC(C)(C)CC1=O)N2 (configuration not stated) ?
14-3-3 PPI: -6.1

Next part; it opens with the 2 that closed the last part.
Results for CCOc1ccc(-c2noc(CCC(=O)O)n2)cc1 ?
14-3-3 PPI: 0.1

Results for CC(C)CSc1nc2c(c(=O)[nH]1)C(c1ccc(F)cc1)C1=C(CC(C)(C)CC1=O)N2 (configuration not stated) ?
14-3-3 PPI: -6.1

How did CC1=CC(C)(C)N(S(=O)(=O)c2ccc(F)cc2)c2ccc(C)cc21 do in these assays?
14-3-3 PPI: -2.1

What do the screens show for `CCCCCNC(=O)c1ccc2c(c1)ncn2-c1ccc(C)c(Cl)c1`?
14-3-3 PPI: -8.9

How did Cc1cccc2[nH]c(-c3ccc(N)cc3)nc12 do in these assays?
14-3-3 PPI: 2.0

How did COC(=O)C1=C(C)Nc2ncnn2C1c1ccc(O)cc1 (configuration not stated) do in these assays?
14-3-3 PPI: -8.4

Results for COc1cccc(C(=O)NCC(=O)n2nc(C)cc2C)c1 ?
14-3-3 PPI: -0.1

Results for O=C(Nc1cc(C(F)(F)F)ccc1Cl)c1cc(S(=O)(=O)N2CCCC2)ccc1F ?
14-3-3 PPI: 5.8

What do the screens show for `Cc1cc(C)cc(-n2c(C)nc3cc(C(=O)NCCN4CCOCC4)ccc32)c1`?
14-3-3 PPI: -13.5

Results for CCc1ccc(NS(=O)(=O)c2ccc3nc(-c4ccccc4)[nH]c3c2)cc1 ?
14-3-3 PPI: -1.7

How did CC(=O)N(CC12CC3CC(CC(C3)C1)C2)C1CC(=O)N(c2ccc(F)cc2)C1=O (configuration not stated) do in these assays?
14-3-3 PPI: 0.2

How did O=c1oc(-c2cccs2)nc2c1cnn2-c1ccccc1 do in these assays?
14-3-3 PPI: -2.5

5 compounds picked at random from the list so far, as already listed:
Results for Cc1ccc(-n2nc(C(=O)N(C)C3CCCCC3)c3c4ccccc4n(C)c3c2=O)cc1 ?
14-3-3 PPI: -0.1

Results for CC(=O)c1cccc(NC(=O)c2cc(C(C)C)on2)c1 ?
14-3-3 PPI: 2.2

How did CCCC(=O)Oc1c(S(=O)(=O)c2ccccc2)c(C)nn1-c1ccc(C)cc1C do in these assays?
14-3-3 PPI: 1.5

How did O=S(=O)(Cc1ccc(Cl)cc1)N1CCCC1 do in these assays?
14-3-3 PPI: 1.7

What do the screens show for `CCOC(=O)CSc1nnc(N)s1`?
14-3-3 PPI: -7.3&-1.2

(more compounds)
Results for CC1=CC(c2ccccc2)=Nc2ccc(C)cc2N1 ?
14-3-3 PPI: -9.5

What do the screens show for `CCOCCCN1C(=O)c2ccccc2C1C(=O)NC(C)CC` (configuration not stated)?
14-3-3 PPI: -3.6

What do the screens show for `CCc1ccc(NC(=O)CSc2nc(C)cc(=O)[nH]2)cc1`?
14-3-3 PPI: -2.6

What do the screens show for `O=C(O)c1cccc(-n2c(C=Cc3ccc(OC(F)F)cc3)nc3cc(Cl)ccc3c2=O)c1`?
14-3-3 PPI: -0.2

Results for O=c1[nH]c2sc3c(c2c(=O)n1-c1ccc(Cl)cc1)CCC3 ?
14-3-3 PPI: -6.8

How did C=CCNC(=O)CN(Cc1ccccc1)S(=O)(=O)c1ccc(Cl)cc1 do in these assays?
14-3-3 PPI: 1.9

What do the screens show for `COc1cc(OC)cc(OCC(O)Cn2cnc3cc(C)c(C)cc32)c1` (configuration not stated)?
14-3-3 PPI: -2.9

What do the screens show for `CCOc1ccc(S(=O)(=O)Nc2ccccc2SC)c2cccnc12`?
14-3-3 PPI: -3.5

Results for COc1cc(OC)cc(C(=O)c2ccc(C(=O)Nc3sc4c(c3C#N)CCC4)cc2)c1 ?
14-3-3 PPI: -3.7

Results for CCOC(=O)C1CCCN(CCCc2ccccc2)C1 (configuration not stated) ?
14-3-3 PPI: 7.8

Of the compounds above, these contain a furan ring, fused or not:
Results for CN(Cc1ccco1)S(=O)(=O)c1ccc2[nH]cc(C(=O)O)c(=O)c2c1 ?
14-3-3 PPI: -16.4

What do the screens show for `Cc1nc(NCc2ccco2)c2oc3ccccc3c2n1`?
14-3-3 PPI: 0.9

(list continues)
How did Cc1cc(S(=O)(=O)N2CCCC2)ccc1OCC(=O)NCc1ccco1 do in these assays?
14-3-3 PPI: -3.7

Results for CC(=O)C1=C(O)C(=O)N(C)C1c1ccc(F)cc1 (configuration not stated) ?
14-3-3 PPI: -4.2

What do the screens show for `O=c1nc(C=Cc2ccc(N3CCCC3)cc2)cc(C(F)(F)F)[nH]1`?
14-3-3 PPI: -374.6

Results for CCOC(=O)C1=C(N)OC2=C(C(=O)CC(C)(C)C2)C1c1ccc(O)c(OC)c1 (configuration not stated) ?
14-3-3 PPI: -0.5

What do the screens show for `COCc1cc(C)nc(SCC(=O)Nc2cc3c(cc2C#N)OCO3)c1C#N`?
14-3-3 PPI: 1.9

How did CC1=C(C(=O)Nc2ccc(Cl)cc2)C(c2cccs2)NC(=S)N1 (configuration not stated) do in these assays?
14-3-3 PPI: 1.7

What do the screens show for `O=S(=O)(NC1CCc2ccccc21)c1ccc(S(=O)(=O)N2CCCC2)cc1` (configuration not stated)?
14-3-3 PPI: 4.6

How did CC1CC(C)CN(C(=O)c2ccc(N3CCN(c4ccccn4)CC3)c([N+](=O)[O-])c2)C1 (configuration not stated) do in these assays?
14-3-3 PPI: 3.6

What do the screens show for `CCC(=O)N1CCc2cc(Br)cc(S(=O)(=O)N3CCC(C(=O)NCc4cccs4)CC3)c21`?
14-3-3 PPI: 0.3

What do the screens show for `Cc1c(CCO)sc[n+]1CC(=O)OC1CC(C)CCC1C(C)C` (configuration not stated)?
14-3-3 PPI: -6.4

What do the screens show for `CC1CCc2nn(CC(=O)NC3CCCC3)cc2C1` (configuration not stated)?
14-3-3 PPI: -3.0

What do the screens show for `CCOc1ccc(C(=S)N2CCOCC2)cc1`?
14-3-3 PPI: 0.7

What do the screens show for `Cn1c(=O)c(NC2CCCCC2)c2c3c(cccc31)C(=O)c1ccccc1-2`?
14-3-3 PPI: 32.5*

How did COC(=O)c1ccccc1NS(=O)(=O)c1cn(C)c(=O)n(C)c1=O do in these assays?
14-3-3 PPI: 3.6

What do the screens show for `O=C(CSc1nnc(CNC(=O)c2cccs2)o1)Nc1ccc2c(c1)OCO2`?
14-3-3 PPI: -7.1

Results for O=C(Nc1ccc(Br)cn1)c1ccc2nccnc2c1 ?
14-3-3 PPI: -15.1

What do the screens show for `O=C(NC1CCCCNC1=O)c1ccc(N2CC3CC(C2)c2cccc(=O)n2C3)c(NC(=O)c2ccccc2Cl)c1` (configuration not stated)?
14-3-3 PPI: 4.4

What do the screens show for `O=C(NCCN1CCN(C(=O)NC2CCCCC2)CC1)NC1CCCCC1`?
14-3-3 PPI: -3.6&-5.0

Results for Cc1ccc(C)c(-n2c(SCC(=O)N3CCCC3)nnc2-c2ccccn2)c1 ?
14-3-3 PPI: 2.4

What do the screens show for `CCOC(=O)c1c(C)[nH]c(C(=O)CN2CCCCCC2)c1C`?
14-3-3 PPI: -23.7

What do the screens show for `Cc1cc(=O)[nH]c(SCC(=O)Nc2ccc(Cl)cc2)n1`?
14-3-3 PPI: 11.1

What do the screens show for `COCCCNC(=O)c1ccc([N+](=O)[O-])cc1Cl`?
14-3-3 PPI: -2.5

How did O=C(O)CSc1nc2c(cnn2-c2ccccc2)c(=O)[nH]1 do in these assays?
14-3-3 PPI: -3.3

How did COc1ccc2cc3cc(C(=O)N4CCN(c5ccccc5F)CC4)oc3nc2c1 do in these assays?
14-3-3 PPI: 0.4

How did O=C(NC1=NCCS1)C1CC(=O)N(c2ccccc2)C1 (configuration not stated) do in these assays?
14-3-3 PPI: 1.6

What do the screens show for `CCC(NCc1c(O)ccc2c3c(c(=O)oc12)CCC3)C(=O)O` (configuration not stated)?
14-3-3 PPI: -12.8

Results for CC(C)(C)c1cc(CC(=S)N2CCOCC2)c2c(c1)C(C)(C)CC2 ?
14-3-3 PPI: 5.5

How did FC(F)(F)c1cc(-c2ccco2)nc(-n2cnc3ccccc32)n1 do in these assays?
14-3-3 PPI: -7.8

How did COCCNC(=O)c1ccc(CS(=O)(=O)c2ccc(Cl)cc2)o1 do in these assays?
14-3-3 PPI: -3.4&-5.1

What do the screens show for `CC(C)NC(=O)c1cnc2n(c1=O)CCS2`?
14-3-3 PPI: -3.6

How did O=C(CN1CCCCCC1)N1c2ccccc2C=Cc2ccccc21 do in these assays?
14-3-3 PPI: 10.1

What do the screens show for `Oc1ccc(Cl)cc1C1=Nc2ccccc2N=C(C(F)(F)F)C1`?
14-3-3 PPI: -0.1

What do the screens show for `CCc1ccccc1NC(=O)CN1C(=O)C2C3C=CC(C3)C2C1=O` (configuration not stated)?
14-3-3 PPI: 4.4

Results for Nc1nc(CSc2nnc(-c3cccc(F)c3)n2-c2ccccc2)nc(N2CCOCC2)n1 ?
14-3-3 PPI: -6.3

What do the screens show for `CCOc1ccc(S(=O)(=O)N=C2C=C(NS(=O)(=O)c3ccccc3)C(=O)c3ccccc32)cc1`?
14-3-3 PPI: -317.1
